FXIa mix inh = FXIa protease inhibitors in compound pools, primary screen, biochemical, 10-compound mixtures; purified FXIa, fluorogenic substrate, pooled mixtures; inhibition, % at 5 µM; 62,000 tested, 0.19% active; AID 680, 2007; in the data active = inhibition above about 20%, passing the limit was not always enough;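 note: each value is inhibition by a whole ten-compound pool holding the compound; 0% = enzyme with no mixture and 100% = wells lacking enzyme; strong numbers were not always called active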
C1s block = complement C1s protease inhibitors, primary screen, biochemical, 10-compound mixtures | AID 538, 2006 | 62,000 tested, 0.16% active | Complement C1s subcomponent (Homo sapiens), P09871 | purified C1s, fluorogenic AMC substrate, pooled mixtures | mean inhibition % of two 10-compound mixtures (stronger effect = higher value), % at 5 µM (by protocol);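 active = inhibition above 20% in each of the two 10-compound mixture wells holding the compound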;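 note: 0% = enzyme wells lacking compound mixture and 100% = no-enzyme blank wells; some compounds called inactive have numbers as strong as hits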
Target sequence (P09871 16-437 limits assumed): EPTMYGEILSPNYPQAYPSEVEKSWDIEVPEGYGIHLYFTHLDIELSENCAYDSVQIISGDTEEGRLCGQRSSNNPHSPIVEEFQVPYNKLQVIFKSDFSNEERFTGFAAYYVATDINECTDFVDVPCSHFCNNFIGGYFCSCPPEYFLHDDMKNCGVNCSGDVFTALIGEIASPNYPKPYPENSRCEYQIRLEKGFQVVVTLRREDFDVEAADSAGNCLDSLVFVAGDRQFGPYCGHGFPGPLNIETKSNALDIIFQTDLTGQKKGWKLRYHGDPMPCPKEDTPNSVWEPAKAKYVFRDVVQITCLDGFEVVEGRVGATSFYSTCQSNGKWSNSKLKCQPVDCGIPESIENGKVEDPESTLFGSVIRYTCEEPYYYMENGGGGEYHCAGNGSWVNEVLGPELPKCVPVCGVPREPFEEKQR
Target sequence (P09871 438-688 limits assumed): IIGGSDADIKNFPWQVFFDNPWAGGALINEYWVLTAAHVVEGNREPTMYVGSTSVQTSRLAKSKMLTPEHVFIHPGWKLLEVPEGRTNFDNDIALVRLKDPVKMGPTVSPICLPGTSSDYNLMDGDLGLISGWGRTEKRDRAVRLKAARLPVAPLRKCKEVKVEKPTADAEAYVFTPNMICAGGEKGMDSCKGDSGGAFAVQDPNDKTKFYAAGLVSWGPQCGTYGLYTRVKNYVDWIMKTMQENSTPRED
CatB mixtures = cathepsin B inhibitors from pooled compounds, primary screen, biochemical, compound mixtures, AMC fluorescence. P07858. Purified cathepsin B, AMC dipeptide fluorescence. inhibition, %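 (ten-compound pools at 5 µM per compound and 50 µM total)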. 62,000 tested, 0.06% active; in the data active = inhibition above about 22%, passing the limit was not always enough;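 note: 0% = enzyme without compound and 100% = no enzyme blank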
CatG inh = human cathepsin G inhibitors, primary screen, biochemical, pooled compound mixtures, AMC fluorescence. P08311. purified enzyme, AMC-tetrapeptide fluorescence. inhibition, % at 5 µM (by protocol). 62,000 tested, 0.2% active. AID 581, 2007;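 active = inhibition above 20% in each of the two mixture wells holding the compound; inactive = inhibition of 20% or less in either well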;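 note: 0% = enzyme control without mixture and 100% = blank lacking enzyme; strong numbers were not always called active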
Ec RNAP inh = E. coli RNAP inhibitors, biochemical. DNA-directed RNA polymerase subunit beta (Escherichia coli (strain K12)), P0A8V2. E. coli RNA polymerase, fluorescence transcription assay. inhibition, %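 (tested at 10 µM)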. 62,000 tested, 0.2% active. AID 559, 2006; in the data active = inhibition above about 20%;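 note: 0% = enzyme without compound and 100% = no enzyme blank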
CatL block = inhibitors of human cathepsin L, biochemical; purified cathepsin L, fluorogenic substrate, fluorescence; Procathepsin L (Homo sapiens), P07711; 58,000 tested, 0.17% active; inhibition, %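 (tested at 10 µM)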; in the data active = inhibition above about 45%;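 note: 0% = enzyme with no compound and 100% = no enzyme blank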
Target sequence (P07711 114-288 limits assumed): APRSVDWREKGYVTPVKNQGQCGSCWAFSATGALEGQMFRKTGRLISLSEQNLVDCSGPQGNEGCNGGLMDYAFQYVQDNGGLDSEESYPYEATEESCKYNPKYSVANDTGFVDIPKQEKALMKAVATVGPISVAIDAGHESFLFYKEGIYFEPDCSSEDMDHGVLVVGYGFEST
Target sequence (P07711 292-333 limits assumed): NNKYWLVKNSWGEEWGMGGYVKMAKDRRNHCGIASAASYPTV
CatS block = inhibitors of human cathepsin S, biochemical, compound mixtures | P25774 | recombinant cathepsin S, AMC dipeptide fluorescence, pooled mixtures | inhibition, %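 (tested at 5 µM per compound within 10-compound mixtures)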 | 62,000 tested, 0.06% active; in the data active = inhibition above about 32%, passing the limit was not always enough;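 note: 0% = enzyme without compound and 100% = blank without enzyme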
AP complement = alternative complement pathway inhibitors, primary screen, biochemical, ELISA, human serum, orthogonally pooled compounds | LPS-coated ELISA, C3 deposition; tested in compound mixtures | inhibition, % at 5 µM | 62,000 tested, 0.08% active | AID 1235, 2008;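 active = inhibition above 30% in each of the two pooled mixtures holding the compound, so the lower value exceeds 30%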;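 note: 0% = serum in Mg-EGTA without compound and 100% = EDTA serum blank; some compounds past the cut are filed as inactive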
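Test system: human serum alternative complement pathway, C3 deposition on LPS-coated wells; also added: Plate-bound LPS; doses: 5 µM per compound in ten-compound mixtures; schedule: 1 h at 37 °C; detection: Anti-C3 ELISA, OD 450 nm; evaluation: percent inhibition of C3 deposition onto LPS; repeats: two pool placements per compound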
CatB block = human cathepsin B inhibitors, primary screen, biochemical, fluorogenic substrate; purified cathepsin B, fluorescence; inhibition, %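 (tested at 10 µM)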; 63,000 tested, 0.1% active; AID 453, 2006; in the data active = inhibition above about 21%;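 note: 0% = enzyme with no compound and 100% = no enzyme blank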
* hit, by the source's call; · = no result given. The list is partial; count on the stated rates, not on these rows.

FXIa mix inh	C1s block	CatB mixtures	CatG inh	Ec RNAP inh	CatL block	CatS block	AP complement	CatB block	compound
5	-1	-2	-2	0	12	9	16	1	NC(=O)C1CCN(C(=O)CN2CCCc3ccccc32)CC1
2	4	5	13	4	14	19	7	5	O=C(CSc1nnc(-c2ccco2)n1-c1ccccc1)N1CCOCC1
5	14	0	2	-3	-4	-5	22	5	Cn1c(CN2CCOCC2)nnc1SCC(=O)NC1CCCCC1
6	-2	2	-1	5	1	-5	7	-1	CC(C)(C)n1nnnc1C(c1cccc(C#N)c1)N1CCCc2ccccc21 (centres undefined)
-1	-24	3	9	3	-45	-11	3	3	CCOC(=O)N1CCN(c2ncnc3c2[nH]c2ccc(OC)cc23)CC1
13	8	9	6	9	2	3	23	-4	CCCCN(CCCNC(=O)c1c(C)cc(=O)oc1C)c1ccccc1
7	-33	3	1	19	6	1	6	-8	N#CC1=C2C=CC=CN2CC1=O
-3	13	6	4	·	11	9	2	4	CCCCc1c(O)nc(SCC(=O)N2CCCCC2)n(-c2ccccc2C)c1=O
-1	2	1	2	8	22	12	3	3	c1ccc(-n2ncc3c(NCc4ccccn4)ncnc32)cc1
5	11	53	9	7	9	·	1	0	CCOC(=O)COc1ccc(C2NC(C(=O)O)CS2)cc1 (centres undefined)
5	0	3	8	2	·	-3	12	8	Cc1ccc(OCC(=O)N2CCN(C(=O)Cc3ccccc3)CC2)cc1
11	1	-5	2	-5	-1	-13	19	-2	O=C1CC(c2ccc(Cl)cc2)n2nc(N3C(=O)CCC3=O)nc2N1 (centres undefined)
6	10	4	11	11	-1	15	10	2	O=C(Nc1ccc2sccc2c1)c1ccc(Cl)s1
9	2	3	1	7	3	14	4	-4	CCOC(=O)CSC1=C(C#N)C(c2ccc(C)s2)CC(=O)N1 (centres undefined)
4	-8	-2	-1	1	12	5	7	-4	CC12CCC(C(=O)Nc3cccnc3)(CC1=O)C2(C)C (centres undefined)
10	1	1	8	3	-1	17	3	1	COc1cc2c(cc1OC)CN(C(=O)COc1ccc(C)c(C)c1)CC2
6	-5	-2	6	1	3	11	8	-2	CCCn1c(NC(=O)C2COc3ccccc3O2)nc2ccccc21 (centres undefined)
-1	-10	-7	10	9	7	8	3	1	COc1ccc(-c2ccc(-c3nnn(CC(C)=O)n3)cc2)cc1
3	2	2	5	-3	3	3	17	1	O=C1OCCC1Sc1nnc(-c2cccs2)n1Cc1ccccc1 (centres undefined)
-3	-6	3	2	0	9	25	5	-8	Cc1occc1C(=O)Nc1ccc(S(=O)(=O)N2CCN(C)CC2)cc1
9	8	-1	7	5	0	-6	-1	1	Cc1n[nH]c(C)c1C(=O)CC1(O)C(=O)N(CCc2ccccc2)c2ccc(Cl)cc21 (centres undefined)
-18	-95	-4	-1	2	·	-13	19	1	CCNc1nc(Oc2ccc(C(=O)OCC)cc2)nc(SC)n1
-9	-42	-1	5	5	-4	-11	10	0	Cc1cc2nc(C)n(CCCN)c2cc1C
1	14	0	9	7	·	0	10	1	COc1cc(C(=O)OCCN2CCOCC2)cc(OC)c1OC
5	1	-5	1	-2	-4	4	11	-1	CCOC(=O)c1c(NC(=O)CSc2nnnn2C)sc(CC)c1C
6	16	3	14	15	25	7	-10	6	CCn1c(Cn2nnc(-c3ccccc3)n2)nnc1SCC(=O)Nc1cccc(C(C)=O)c1
1	-39	-2	-5	4	4	14	-6	1	Cn1cccc1-c1cc(C(=O)O)[nH]n1
7	-1	-4	3	-4	4	0	9	-1	O=c1c2cccc3c(N4CCOCC4)ccc(c32)c2nc3ccccc3n12
8	20	7	12	5	31	2	12	3	COc1cccc(C2CC(c3c(Cl)cccc3Cl)n3nc(N)nc3N2)c1 (centres undefined)
3	13	0	10	6	-5	0	17	2	COc1cc(S(=O)(=O)n2nnc3ccccc32)c(OC)cc1Cl

Seven of the entries above in order of the CatL block value, lowest first:
FXIa mix inh	C1s block	CatB mixtures	CatG inh	Ec RNAP inh	CatL block	CatS block	AP complement	CatB block	compound
-1	-24	3	9	3	-45	-11	3	3	CCOC(=O)N1CCN(c2ncnc3c2[nH]c2ccc(OC)cc23)CC1
6	-2	2	-1	5	1	-5	7	-1	CC(C)(C)n1nnnc1C(c1cccc(C#N)c1)N1CCCc2ccccc21 (centres undefined)
6	-5	-2	6	1	3	11	8	-2	CCCn1c(NC(=O)C2COc3ccccc3O2)nc2ccccc21 (centres undefined)
7	-1	-4	3	-4	4	0	9	-1	O=c1c2cccc3c(N4CCOCC4)ccc(c32)c2nc3ccccc3n12
-1	-10	-7	10	9	7	8	3	1	COc1ccc(-c2ccc(-c3nnn(CC(C)=O)n3)cc2)cc1
-3	-6	3	2	0	9	25	5	-8	Cc1occc1C(=O)Nc1ccc(S(=O)(=O)N2CCN(C)CC2)cc1
-1	2	1	2	8	22	12	3	3	c1ccc(-n2ncc3c(NCc4ccccn4)ncnc32)cc1

Remaining list, next part
FXIa mix inh	C1s block	CatB mixtures	CatG inh	Ec RNAP inh	CatL block	CatS block	AP complement	CatB block	compound
4	18	17	12	5	-9	-7	20	0	CSc1ccccc1NC(=O)COc1ccc(S(=O)(=O)N2CCCC2)cc1
15	6	6	6	10	1	14	6	-4	CCCCC(CC)C(=O)Nc1ccc(Cl)cn1 (centres undefined)
8	2	3	7	8	13	11	-6	2	O=C(CN1C2=NCCCN2c2ccccc21)c1ccc2c(c1)OCO2
-3	-2	3	0	4	2	10	-5	4	CC1(C)Cc2cccc(OCC(O)CN3CCN(c4ccccn4)CC3)c2O1 (centres undefined)
-1	-13	0	-4	5	0	3	5	-2	CCCn1c(=O)c2ccccc2n2c(SCCOc3ccc(C)cc3)nnc12
5	2	6	0	-1	-1	2	12	3	COc1cc(-c2nnc(SCC(=O)c3ccc(C)cc3)o2)cc(OC)c1OC
2	4	-3	10	5	·	3	17	0	COC(=O)CCC(=O)c1oc2ccccc2c1N
-5	-33	-7	1	3	7	-8	9	·	Cc1ccsc1CN1CCN(c2ccccn2)CC1
8	5	-2	83*	·	13	-6	31*	0	CC(C)(C)OC(=O)N[C@@H](Cc1ccccc1)c1nnc(S(=O)(=O)Cc2ccccc2)o1
9	-29	4	13	10	6	15	5	-4	COc1ccccc1N1CCN(C(=O)CN(c2ccccc2OC)S(=O)(=O)c2ccccc2)CC1
-3	1	0	0	6	17	4	4	-3	COc1cccc(NC(=O)c2oc3ccccc3c2NC(C)=O)c1
3	-6	0	-2	4	-6	-13	1	4	COc1ccc(NC(=O)CSc2nnc(CNC(=O)COc3ccc(Cl)cc3)o2)c(OC)c1
6	3	7	-2	0	2	8	6	10	Cc1ccc(-c2nn3c(C)nnc3s2)cc1NC(=O)c1cccnc1
1	-16	4	-12	-1	19	5	-17	7	O=C(NC1CCCC1)C1CCCN(S(=O)(=O)c2ccc(-n3cnnn3)cc2)C1 (centres undefined)
0	-6	6	-4	7	·	19	1	-2	Cc1ccc(-c2cc(C(F)(F)F)n3ncc(C(=O)NCc4ccco4)c3n2)cc1
3	11	0	10	8	7	-5	-1	4	Cc1ccccc1NS(=O)(=O)c1ccc(NC(=O)c2ccco2)cc1
1	-15	4	0	4	0	9	4	-12	CN(C)C(=O)CSc1nnc2sc3ccccc3n12
4	-11	1	1	3	12	13	3	6	COc1cc(C(=O)NCCC(=O)NCCN2CCCCCC2)cc(OC)c1OC
-1	-30	2	-10	13	33	25	-23	7	Cc1onc(-c2ccccc2)c1C(=O)Nc1nc2c(s1)CCCC2
10	4	6	1	5	-4	0	4	1	COc1cc(C(=O)OC(C)C(=O)N2CCc3ccccc3C2)ccc1OCC(=O)N1CCOCC1 (centres undefined)
-6	-13	1	-8	4	-1	-8	2	1	COc1ccc(S(=O)(=O)Nc2ccc(S(=O)(=O)N3CCOCC3)cc2)cc1C
-3	-36	2	7	10	-1	-28	22	3	CCCOC(=O)C1=C(C)NC2=C(C(=O)CCC2)C1c1cc(OC)ccc1OC (centres undefined)
4	5	1	7	2	7	6	18	1	CC(c1cccnc1)N(C(=O)Nc1ccccc1)C1CCCCC1 (centres undefined)
4	4	3	0	4	11	0	9	3	COc1cccc(CNC(=O)CN(c2cc(C)cc(C)c2)S(=O)(=O)c2c(C)noc2C)c1
5	11	1	8	4	5	-13	8	7	O=C1C(Cl)=C(NCC2CCCO2)C(=O)N1Cc1ccccc1 (centres undefined)
-3	-4	-2	6	2	14	0	-3	3	Cc1cnc(NC(=O)c2c(O)c3cccc4c3n(c2=O)CCC4)s1
-3	17	3	9	4	11	5	5	3	O=C(COC(=O)c1ccc(Oc2ccccc2)cc1)Nc1nnc(-c2ccccc2)o1
5	6	8	4	8	-6	-2	17	4	O=C(O)c1cc(/C=N\O)ccc1OCc1ccccc1
6	13	5	7	4	6	-4	16	·	COC(=O)Cn1c2c(c3cc(C)ccc31)CCCC2
7	8	-2	8	4	0	-4	0	4	CCOC(=O)c1c(C)[nH]c(C(=O)OCC(=O)N2CC(C)OC(C)C2)c1C (centres undefined)

Sorted by molar mass (ascending): part of the list above
FXIa mix inh	C1s block	CatB mixtures	CatG inh	Ec RNAP inh	CatL block	CatS block	AP complement	CatB block	compound
6	13	5	7	4	6	-4	16	·	COC(=O)Cn1c2c(c3cc(C)ccc31)CCCC2
5	11	1	8	4	5	-13	8	7	O=C1C(Cl)=C(NCC2CCCO2)C(=O)N1Cc1ccccc1 (centres undefined)
7	8	-2	8	4	0	-4	0	4	CCOC(=O)c1c(C)[nH]c(C(=O)OCC(=O)N2CC(C)OC(C)C2)c1C (centres undefined)
-3	-36	2	7	10	-1	-28	22	3	CCCOC(=O)C1=C(C)NC2=C(C(=O)CCC2)C1c1cc(OC)ccc1OC (centres undefined)
-3	17	3	9	4	11	5	5	3	O=C(COC(=O)c1ccc(Oc2ccccc2)cc1)Nc1nnc(-c2ccccc2)o1

(further entries)
FXIa mix inh	C1s block	CatB mixtures	CatG inh	Ec RNAP inh	CatL block	CatS block	AP complement	CatB block	compound
9	10	2	7	0	8	1	2	5	COc1ccc2cc(C#N)c(SCC(=O)N3CCCC3)nc2c1
4	16	5	17	15	10	19	1	8	O=c1oc2ccccc2n1CSc1nc2ccccc2s1
8	-6	-2	-3	-3	·	4	20	-1	Cc1ccc(-c2nc(=S)c3c(n2Cc2ccco2)CC(C)(C)OC3)cc1
8	3	7	-7	5	16	-2	7	0	Cc1nc2ccccc2c2oc(C(=O)NCC3COc4ccccc4O3)cc12 (centres undefined)
